Compound activity deposited in PubChem by several laboratories.
TROY signal inh: inhibitors of TROY-dependent NF-kB signaling; hit rate 0.98% among 360,000; AID 1347056; inhibition, % at 10 µM; Q293 LMP1-TROYcd NF-kB luciferase reporter, 4 h;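 active = compounds whose plate-normalised and pattern-corrected inhibition of the luciferase reporter signal at the single screening dose is 50% or more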
TLR9-MyD88 block: TLR9-MyD88 interaction inhibition | Q9NR96+Q99836 | AID 504734 | CHO BLA complementation TLR9-MyD88, CCF4 FRET ratio | inhibition, % at 4.98 µM | hit rate 0.21% among 340,000;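 active = inhibition above the mean over all tested compounds plus 3 SD, cut at about 21% in these data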;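 also: 0% = DMSO only wells and 100% = clavulanate BLA inhibitor control wells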
TWEAK Fn14 block: inhibitors of TWEAK-Fn14 interaction signaling | TWEAK-stimulated Fn14 reporter cells, luciferase luminescence, 8 h | inhibition, % at 10 µM | hit rate 2% among 360,000; in the data active = inhibition above about 50%
SRC2 inh: human SRC2 (NCOA2) inhibition; AID 651957; Q15596; hit rate 0.17% among 370,000; inhibition, % at 9 µM; HEK293 GAL4-SRC2 luciferase reporter, luminescence;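 active = inhibition above the mean inhibition of all tested compounds plus 3 SD, set per campaign, cut at about 52% in these data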;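 also: 0% = DMSO treated cells and 100% = cells given Gossypol at 36 µM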
NR2F2 inh: NR2F2 (human) inhibition, primary screen; HEK293T NGFI-A luciferase reporter, luminescence; hit rate 0.7% among 370,000; P24468; inhibition, % at 8.6 µM;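 active = inhibition above a per-plate cutoff, mean inhibition of test wells between control levels plus 3 SD, cut at about 38% in these data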;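 also: cells cotransfected with COUP-TFII expression vector driving the NGFI-A reporter; 0% = median of COUP-TF2 test wells and 100% = reporter-only cells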
NCOA1 inh: inhibits human SRC1 coactivator; Q15788; HEK293 GAL4-SRC1 luciferase reporter, luminescence; inhibition, % at 3.6 µM; hit rate 0.12% among 360,000; AID 588354;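 active = inhibition above the campaign mean plus 3 SD, with each screening campaign given its own cutoff, cut at about 60% in these data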;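 also: 0% = DMSO treated cells and 100% = gossypol at 36 µM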
Target sequence (Q15788 whole entry, looked up, the tested form may be a part): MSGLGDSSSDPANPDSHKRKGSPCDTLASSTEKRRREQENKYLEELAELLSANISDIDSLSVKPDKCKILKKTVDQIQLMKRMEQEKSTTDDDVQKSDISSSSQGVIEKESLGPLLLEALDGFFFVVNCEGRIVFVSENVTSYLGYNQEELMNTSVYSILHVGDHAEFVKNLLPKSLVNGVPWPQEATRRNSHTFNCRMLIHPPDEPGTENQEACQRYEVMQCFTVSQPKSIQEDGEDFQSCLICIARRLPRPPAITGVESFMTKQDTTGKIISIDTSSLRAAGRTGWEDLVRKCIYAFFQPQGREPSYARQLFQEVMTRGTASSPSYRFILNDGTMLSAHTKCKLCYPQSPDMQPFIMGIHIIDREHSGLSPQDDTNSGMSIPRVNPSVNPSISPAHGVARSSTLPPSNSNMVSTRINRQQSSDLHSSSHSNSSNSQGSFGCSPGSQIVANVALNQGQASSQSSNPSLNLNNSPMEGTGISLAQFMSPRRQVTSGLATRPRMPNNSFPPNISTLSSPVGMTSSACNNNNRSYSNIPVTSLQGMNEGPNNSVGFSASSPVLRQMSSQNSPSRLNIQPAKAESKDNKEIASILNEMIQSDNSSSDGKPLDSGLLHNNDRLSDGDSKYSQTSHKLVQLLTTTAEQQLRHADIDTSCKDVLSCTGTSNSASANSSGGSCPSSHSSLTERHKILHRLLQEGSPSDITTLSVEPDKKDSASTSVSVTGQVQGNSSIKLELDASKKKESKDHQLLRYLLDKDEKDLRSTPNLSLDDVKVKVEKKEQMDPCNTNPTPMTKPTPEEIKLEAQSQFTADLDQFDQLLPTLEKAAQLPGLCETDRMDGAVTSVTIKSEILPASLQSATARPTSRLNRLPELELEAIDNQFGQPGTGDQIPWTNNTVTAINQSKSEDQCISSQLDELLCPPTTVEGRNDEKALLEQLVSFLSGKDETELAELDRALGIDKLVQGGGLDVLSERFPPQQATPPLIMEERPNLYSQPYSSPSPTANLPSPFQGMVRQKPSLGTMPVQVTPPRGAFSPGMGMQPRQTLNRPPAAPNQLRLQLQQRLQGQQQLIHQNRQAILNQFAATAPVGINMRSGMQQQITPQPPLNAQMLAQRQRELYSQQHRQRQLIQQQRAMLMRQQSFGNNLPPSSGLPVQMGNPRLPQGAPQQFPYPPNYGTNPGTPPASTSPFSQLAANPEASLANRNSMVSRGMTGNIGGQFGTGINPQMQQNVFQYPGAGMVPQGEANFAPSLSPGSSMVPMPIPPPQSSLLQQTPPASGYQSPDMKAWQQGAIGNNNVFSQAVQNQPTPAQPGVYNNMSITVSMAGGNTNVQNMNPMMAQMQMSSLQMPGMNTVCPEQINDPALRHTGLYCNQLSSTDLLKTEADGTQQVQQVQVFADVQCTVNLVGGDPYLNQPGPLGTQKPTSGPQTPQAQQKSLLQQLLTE
EBV LMP1 NFkB: inhibitors of Epstein-Barr LMP1-induced NF-kappaB reporter; LMP1-induced NF-kappaB luciferase reporter cells, luminescence; inhibition, % at 12.5 µM; hit rate 0.69% among 350,000; in the data active = inhibition above about 41%;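 also: 0% = neutral control wells and 100% = reference inhibitor control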
SRC3 inh: inhibits human SRC3 coactivator | HEK293 GAL4-SRC3 luciferase reporter, luminescence | inhibition, % at 3.6 µM | hit rate 0.17% among 360,000;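 active = inhibition above a per-campaign cutoff, the mean of all compounds plus 3 SD, cut at about 60% in these data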;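 also: 0% = DMSO-treated cells and 100% = gossypol-treated cells at 36 µM; higher means less SRC3-driven luciferase light from the GAL4 reporter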
NR5A2 inv ag: inverse agonists of human LRH-1 (NR5A2). O00482. HEK293T StAR-luciferase reporter, LRH-1 transfected, 24 h. inhibition, % at 3.6 µM. hit rate 0.13% among 360,000. AID 602396;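 active = inhibition above the mean inhibition of all tested compounds plus 3 SD, cut at about 73% in these data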;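 also: 0% = DMSO wells and 100% = reporter-only cells lacking LRH-1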
TRAIL sens C8: caspase-8 TRAIL sensitization; NB7+C8 cells + TRAIL, ATPlite viability luminescence; inhibition (viability loss, TRAIL sensitization), % at 10 µM; hit rate 1% among 360,000;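 active = compounds causing at least 50% loss of cell viability in the single-dose screen, relative to plate controls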
NOD2 RIPK2 PPI: NOD2-RIPK2 protein interaction inhibition. O43353. CHO BLA complementation NOD2-RIPK2, CCF4 ratio. inhibition, % at 4.98 µM. hit rate 0.38% among 360,000; in the data active = inhibition above about 21%;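 also: 0% = vehicle only and 100% = reference blocker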
The depositor's hits bear a star; / = no result given.

SMILES | TROY signal inh | TLR9-MyD88 block | TWEAK Fn14 block | SRC2 inh | NR2F2 inh | NCOA1 inh | EBV LMP1 NFkB | SRC3 inh | NR5A2 inv ag | TRAIL sens C8 | NOD2 RIPK2 PPI
CCCC(=O)NC(=S)Nc1c(C)cc(Br)cc1C | 45 | -2 | 34 | -46 | -11 | -48 | 2 | -38 | -35 | 22 | 4
CN1C(=O)[C@@](O)(c2cn(C)c3ccccc23)c2cc(F)ccc21 | / | / | / | -38 | -10 | / | / | / | 9 | -2 | 2
Cc1cn([C@H]2C[C@H](O)[C@@H](/C=C/C(=O)NCc3ccco3)O2)c(=O)[nH]c1=O | -19 | / | 11 | -21 | -16 | 7 | / | 7 | -22 | -25 | -3
S=C(NCc1ccccc1)NNc1nc2ccccc2[nH]1 | 10 | 9 | 0 | -19 | 4 | -12 | -1 | -7 | -17 | -3 | 1
CC1CC(C)CN(S(=O)(=O)c2ccc(C(=O)N3CC(C)OC(C)C3)cc2)C1 (stereo not drawn) | -14 | -3 | 5 | -3 | 3 | -4 | 4 | 24 | 5 | -11 | -8
Cc1cc(N2CCC(C(=O)Nc3ccc(F)cc3)CC2)nc(-c2ccccc2)n1 | 12 | -12 | -1 | -9 | 9 | 0 | 3 | 25 | 9 | 1 | -2
COc1ccccc1OCCNc1cc(N2CCCCC2)ccc1[N+](=O)[O-] | -6 | 6 | -13 | -3 | 9 | -11 | -9 | 10 | 22 | 3 | -3
O=C(CSc1ccccc1)Nc1cccc(S(=O)(=O)N2CCCCC2)c1 | -39 | -2 | 9 | 10 | -3 | -19 | -4 | 13 | -9 | 3 | -2
O=C(CSc1nnc(CN2CCOCC2)n1-c1ccc(Cl)cc1)Nc1cc(Cl)ccc1O | -2 | -2 | 6 | -10 | -4 | 1 | 0 | -3 | 16 | 10 | 1
COC(CNS(=O)(=O)c1ccc(Cl)cc1)c1ccccc1 (stereo not drawn) | 7 | 0 | 4 | 3 | 10 | -21 | 4 | 0 | 7 | 8 | -7
CCN(CC)c1ccc(C=Nc2cc(C)cc(C)c2)c(O)c1 | 12 | 1 | 4 | -6 | -8 | 2 | 1 | 12 | 20 | -6 | -2
CCOn1c(=O)c(-c2ccc(Cl)cc2)[n+]([O-])c2ccccc21 | -18 | -10 | -6 | 13 | -5 | -8 | 9 | 15 | 9 | -18 | 0
C=Cc1ccc(CN2CCCN(Cc3ccc(F)cc3)S2(=O)=O)cc1 | 10 | -2 | -11 | -9 | 8 | -16 | 15 | -5 | -2 | -18 | -2
O=C(CSCc1c(Cl)cccc1Cl)Nc1ccccc1C(=O)N1CCOCC1 | 0 | 3 | 2 | 7 | -9 | -2 | -1 | 9 | 9 | -8 | -16
Cc1ccccc1NS(=O)(=O)c1ccc2c(c1)NC(=O)CO2 | 1 | 7 | -3 | -15 | 9 | 3 | -7 | 5 | 12 | -1 | 3
Cc1sc2ncnc(N3CCC(C(=O)Nc4nnc(CC(C)C)s4)CC3)c2c1C | 26 | -10 | -22 | -18 | -26 | -37 | 3 | -6 | 1 | 12 | -5
Cc1cccc(NC(=O)COC(=O)c2ccccn2)c1 | -13 | -2 | -16 | -18 | -3 | -35 | -9 | 5 | -13 | -6 | -5
CCC(=O)N1CCc2cc(S(=O)(=O)CCC(=O)Nc3ccc(F)c(F)c3)ccc21 | -6 | 8 | -3 | -10 | -16 | 6 | 1 | 17 | -5 | -1 | 3
Cc1nnc(NC(=O)Cc2cccs2)s1 | 7 | -4 | 26 | 6 | 12 | -25 | -1 | 10 | 20 | 2 | 0
O=C(c1cccc(S(=O)(=O)N2CCOCC2)c1)N(Cc1nnc(-c2ccccc2Cl)o1)C1CC1 | -26 | -3 | -16 | -29 | -13 | -4 | 5 | 11 | 14 | -24 | -9
Cc1cc(C)nc(NC(=O)/C=C/c2ccc3c(c2)OCO3)c1 | -70 | -13 | -24 | -63 | -33 | -36 | -30 | -30 | -47 | 64* | -5
CC(C)(C)NC(=O)CSc1ncccc1-c1nc2ccccc2[nH]1 | 42 | -11 | 50 | -42 | -6 | -19 | -3 | -23 | -5 | 7 | -6
Cc1cc(=O)n2[nH]c(N)c(N=Nc3ccccc3F)c2n1 | -26 | 17 | 6 | -9 | 9 | 4 | -3 | 8 | 10 | -12 | -3
CCc1cc2c(N[C@@H](Cc3c[nH]c4ccccc34)C(=O)O)ncnc2s1 | -9 | -14 | -2 | 7 | 17 | -35 | -3 | 7 | -5 | 1 | 3
Cc1nnsc1-c1nc2ccccc2n1C(CCc1ccccc1)c1nc2ccccc2[nH]1 (stereo not drawn) | / | / | / | 17 | -2 | / | / | / | 4 | -10 | -4
C[C@H](CO)N1C[C@H](C)[C@@H](CN(C)Cc2ccncc2)Oc2c(NC(=O)Cc3ccccc3)cccc2C1=O | -6 | 2 | -3 | 0 | -12 | 10 | -2 | 1 | 27 | 4 | 1
Cc1n[nH]c(C)c1S(=O)(=O)N1CCN(C2CCCCC2)CC1 | 14 | -7 | 1 | 4 | 8 | 0 | 1 | 10 | -4 | 5 | 2
N#Cc1c(-c2ccco2)ccn(Cc2ccc(F)cc2)c1=O | 5 | -3 | -1 | -26 | 0 | -4 | -7 | 5 | 8 | -6 | -2
c1ccc(CN2CCN(c3ncnc4nc[nH]c34)CC2)cc1 | 1 | -2 | -27 | 20 | -16 | -3 | 1 | 12 | 14 | 2 | -8
COc1ccc(CCNC(=S)Nc2cccc(C)c2C)cc1 | -1 | -2 | 4 | -19 | -4 | 9 | -7 | 9 | 1 | -7 | -2
COc1ccc(NC(=O)c2cccnc2Nc2ccc(OC)cc2)cc1 | -22 | -7 | 12 | 4 | 15 | 13 | -5 | 21 | -8 | 2 | -3
O=C(OCC(=O)N1CCCCCC1)c1ccccc1Br | -23 | -5 | 19 | -22 | -92 | -131 | -21 | -71 | -70 | 10 | 13
CCC(C)(C(=O)NC1CCCCC1)N(C(=O)c1cnccn1)c1c(C)n(C)n(-c2ccccc2)c1=O (stereo not drawn) | 7 | 1 | -3 | 1 | -1 | 0 | -16 | 11 | 14 | 0 | 2
Cc1cc(C)c2[nH]c(C(=O)N3CCC(n4nccc4NC(=O)C4CC4)CC3)c(C)c2c1 | -20 | 0 | 3 | -14 | -1 | -16 | 1 | 8 | 3 | 4 | -3
CC(C)(C)n1nnnc1CN1CCC(NC(=O)NC2CCCCC2)CC1 | -9 | -16 | -13 | -7 | -2 | -19 | 4 | -8 | 8 | -5 | -4
CCOC(=O)c1ccc(NC(=O)Cn2nnc(-c3ccccc3C)n2)cc1 | 22 | 4 | -1 | -18 | -2 | -14 | -3 | -6 | 10 | -2 | 0
COc1ccc(S(=O)(=O)Nc2cccc3c2O[C@H](CN(C)C(=O)NC(C)C)[C@@H](C)CN([C@H](C)CO)C3=O)cc1 | -14 | -4 | 6 | 2 | -23 | 1 | -6 | 10 | 4 | -14 | -2
O=C1C=C(c2ccc(-c3ccccc3)c(F)c2)C[C@@H](c2ccc(Cl)cc2)C1 | -29 | -19 | -8 | -2 | 10 | -5 | -3 | -3 | 5 | 6 | -3
CCN(CC)S(=O)(=O)c1ccc(C(=O)N2CCN=C2SCc2cccnc2)cc1 | 38 | 0 | 14 | 14 | 9 | -18 | -7 | -9 | 14 | 7 | -5
CCOC(=O)c1[nH]c2cc3c(cc2c1NC(=O)CN1CCC(C)CC1)OCO3 | -2 | 3 | -7 | 15 | 17 | -2 | 1 | 23 | 2 | 21 | -5
O=C(NCCc1ccccc1)C1=CCN(S(=O)(=O)c2ccccc2)CC1 | -20 | 13 | -10 | -14 | -23 | 6 | / | -29 | -3 | -1 | -10
COc1cc(O)c(C(CCN2CCCC2)c2cc(OC)c(OC)c(OC)c2)c(OC)c1 (stereo not drawn) | 1 | -4 | -21 | -2 | -11 | 4 | 2 | -1 | -23 | 4 | -4
Cc1ccc(NCC(=O)N/N=C/c2cccc(Br)c2)cc1 | -12 | 2 | 19 | 5 | 15 | 9 | 4 | 6 | -24 | -1 | -2
COc1ccc(C(=O)N2CCN(Cc3ccccc3C)CC2)cc1OC | 14 | 1 | -5 | -3 | -9 | -6 | 11 | 10 | -1 | -1 | -3
Cc1cccc(C)c1NC(=O)CSc1nc(C2CC2)nc2ccccc12 | 15 | 10 | 4 | -31 | 5 | 2 | 5 | 9 | -9 | -1 | -3
CC(=O)c1cccc(NC(=O)CN2C=NS(=O)(=O)c3ccc(C)cc32)c1 | 4 | -19 | 0 | -2 | 0 | 3 | -3 | 6 | -17 | -11 | -2
CC1CCN(C(=O)CSCC(=O)O)CC1 | 8 | 7 | -28 | -14 | -6 | -8 | 3 | 17 | -8 | -15 | 2
CCOC(=O)CSc1n[nH]c(-c2cccnc2)n1 | 14 | 9 | -1 | -16 | 10 | -21 | 0 | -3 | 7 | -1 | 7
CC(=O)NC(C)c1cc(Cl)c2cccnc2c1O (stereo not drawn) | -6 | 2 | 11 | 12 | -1 | 30 | 9 | 38 | 33 | -1 | -4
Cc1nn(C)c(Oc2cccc(Cl)c2)c1C(=O)O | 4 | 3 | 14 | 7 | -3 | 1 | 10 | 9 | 2 | -5 | -3
O=C(Nc1cccc(Cl)c1)C1=CC=CN2CCS(=O)(=O)N=C12 | -14 | 0 | -12 | -6 | -18 | -1 | -6 | -35 | 0 | 8 | 7
CSCC[C@H](NC(=O)[C@@H]1Cc2ccccc2CN1)C(=O)Nc1ccc2c(c1)OCCO2 | 42 | -6 | 29 | -24 | -38 | 2 | 9 | 5 | -59 | -23 | 6
CC(C)c1ccc(NC2CCCN(C(=O)c3cc(C(C)C)[nH]n3)C2)cc1 (stereo not drawn) | -4 | -12 | -14 | -18 | -10 | -13 | 3 | 12 | -8 | -9 | -8
Cc1ccc(SCC(=O)NCCSC(C)(C)C)cc1 | -16 | 9 | -35 | -16 | -11 | -29 | -18 | -22 | -32 | -9 | -8
CCCNC(=O)c1ccc2c(c1)C1C3CCC(C3)C1C(c1ccccc1)N2 (stereo not drawn) | -6 | 9 | -14 | 13 | 4 | -6 | -4 | -16 | -5 | 2 | 4
CC(NC(C)c1ccccc1Cl)C(=O)Nc1cccc(S(=O)(=O)N2CCCCC2)c1 (stereo not drawn) | 14 | -12 | 5 | -1 | -11 | -8 | -2 | 9 | 1 | -14 | -1
COc1ccc2cc(C(=O)NCc3ccco3)c(=Nc3ccc(C(=O)O)cc3)oc2c1 | 10 | 3 | 34 | -36 | -27 | -44 | 1 | -5 | -55 | 12 | 4
COc1ccc(S(=O)(=O)Nc2cccc(N(C)S(C)(=O)=O)c2)cc1Br | -2 | 1 | 14 | -4 | 22 | 1 | -10 | 7 | 22 | 10 | -12
O=C(Cc1ccc([N+](=O)[O-])cc1)N/N=C/c1cccs1 | -9 | -6 | -11 | -29 | -8 | -8 | 0 | 1 | 10 | -6 | -7
CC(C)(C)c1ccccc1OCC(O)CN1CCN(c2ccccn2)CC1 (stereo not drawn) | 11 | 0 | 3 | 8 | -14 | -1 | 6 | 4 | -3 | 1 | 3

The list is partial (hit frequency here may not be typical).
